Screens deposited in PubChem by Sanford-Burnham Center for Chemical Genomics.
HKDC1 inh: blocks human hexokinase HKDC1 activity; Q2TB90; recombinant HKDC1, G6PDH/diaphorase resazurin coupled fluorescence; inhibition, % at 20 µM; 340,000 compounds, 0.16% hits; AID 493160;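 active means inhibition above about 35% when tested at 20 µM, limit read from the data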;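 further: plate controls were DMSO wells with enzyme for no effect and DMSO wells lacking enzyme for full effect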
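Material – in-house recombinant HK5 (HKDC1) enzyme · Quantity – HKDC1 at 5 µg/mL · Buffer or medium – pH 8.0 Tris buffer with 10 mM MgCl2 · Reagent – glucose with 1 mM ATP · Dosing – single 20 µM dose · Times – reaction time 90 min, room temperature, protected from light · Technique – resorufin fluorescence at 613 nm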
Jurkat NFkB inh: inhibitors of the PMA/ionomycin-induced NF-kB reporter in Jurkat cells; PMA/ionomycin-induced NF-kB luciferase reporter, luminescence; inhibition, % at 4 µM; 330,000 compounds, 0.53% hits; AID 435003
Apaf1 inhib: blocks human Apaf-1 apoptosome activity; inhibition, % at 20 µM; reconstituted apoptosome caspase-3 activity, DEVD-Rh110 fluorescence; 330,000 compounds, 0.71% hits; O14727; active means inhibition of at least 40% at 20 µM;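 further: plate controls were DMSO wells for no effect and DEVD-CHO caspase inhibitor wells for full effect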
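Medium: Hepes buffer, pH 7.5 / System: biochemical Apaf-1 apoptosome reconstitution / Measured by: Rh110 fluorescence, excitation 480 nm, emission 540 nm / Times: compound with Apaf-1, dATP, procaspase-3 30 min, then 50 min reaction, room temperature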
UBC13 inh: blocks human UBC13 polyubiquitin chain formation; P61088; TR-FRET; inhibition, % at 20 µM; 330,000 compounds, 0.47% hits; AID 485273; in the data active means inhibition above about 45%, passing the limit was not always enough
Target sequence (P61088 whole entry, looked up): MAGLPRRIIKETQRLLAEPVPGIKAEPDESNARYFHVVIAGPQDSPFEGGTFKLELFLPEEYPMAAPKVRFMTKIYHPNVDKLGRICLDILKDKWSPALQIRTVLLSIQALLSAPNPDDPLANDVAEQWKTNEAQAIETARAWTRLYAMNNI
Gli-Sufu antag: antagonists of Gli-Sufu signaling | Sufu-KO-LIGHT fibroblasts, Gli luciferase reporter luminescence | inhibition, % at 5 µM | 340,000 compounds, 0.74% hits | AID 588413;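 active means inhibition above about 55%, limit read from the data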;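 further: 0% = DMSO-treated cells and 100% = wells with medium but no cells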
SENP7 inh: blocks the human protease SENP7 | Q9BQF6 | recombinant SENP7, Z-RLRGG-aminoluciferin luminescence, 40 min | inhibition, % at 5 µM | 330,000 compounds, 1.5% hits | AID 434973;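 active means inhibition above about 50% at the single test dose, limit read from the data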;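 further: plate controls were DMSO with enzyme for no effect and no enzyme buffer wells for full effect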
Target sequence (Q9BQF6 706-1050 limits assumed): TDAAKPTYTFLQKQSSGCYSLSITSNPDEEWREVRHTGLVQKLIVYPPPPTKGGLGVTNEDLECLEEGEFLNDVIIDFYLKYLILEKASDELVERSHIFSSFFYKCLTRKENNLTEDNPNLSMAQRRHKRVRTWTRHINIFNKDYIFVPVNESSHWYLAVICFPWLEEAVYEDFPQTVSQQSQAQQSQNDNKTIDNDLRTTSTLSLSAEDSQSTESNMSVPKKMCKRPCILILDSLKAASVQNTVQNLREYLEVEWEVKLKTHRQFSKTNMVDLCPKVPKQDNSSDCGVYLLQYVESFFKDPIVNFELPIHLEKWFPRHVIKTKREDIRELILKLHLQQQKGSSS
697 NFkB inh: lowers PMA/ionomycin-induced NF-kB signal in 697 B cells | 697 B-cell NF-kB luciferase reporter, 16 h | inhibition, % at 4 µM | 330,000 compounds, 0.33% hits; in the data active means inhibition above about 35%
SENP8 block: inhibitors of human SENP8 protease; Q96LD8; purified SENP8, Z-RLRGG-aminoluciferin cleavage, luminescence; inhibition, % at 10 µM; 330,000 compounds, 1.2% hits
Target sequence (Q96LD8 whole entry, looked up): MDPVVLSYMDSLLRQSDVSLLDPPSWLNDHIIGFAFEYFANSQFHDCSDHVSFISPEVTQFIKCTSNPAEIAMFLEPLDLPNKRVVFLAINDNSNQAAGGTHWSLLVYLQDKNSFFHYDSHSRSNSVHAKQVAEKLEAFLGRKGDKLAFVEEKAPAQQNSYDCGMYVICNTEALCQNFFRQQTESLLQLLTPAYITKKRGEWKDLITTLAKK
* = called active by the depositor; nt = not tested or not shown. Unless noted, no stated cut-off is given here; in the data, active means inhibition above about 50%; inactive means the rest.

SMILES	HKDC1 inh	Jurkat NFkB inh	Apaf1 inhib	UBC13 inh	Gli-Sufu antag	SENP7 inh	697 NFkB inh	SENP8 block
CCCn1cc(CN2CCC(Oc3ccc(C(=O)N4CCCC4)cc3)CC2)c(C)n1	-6.6	-1.7	-1.9	3.9	21.9	-0.1	7.3	-6.4
COc1ccccc1C(=O)NNC(=O)C(=O)NC(C)C	-0.1	-8.4	-13.4	-0.2	-11.5	-1.7	16.5	-2.6
COc1cccc(/C=C/C(=O)Nc2cccc(C(C)=O)c2)c1OC	-0.9	-74.3	1.3	-4.9	-58.5	28.8	-12.9	12.4
CCOC(=O)c1c(O)c2ccccc2n(CC)c1=O	-4.0	8.7	3.9	0.3	-2.5	7.3	9.6	2.5
COc1cc(/C=C/C(=O)O)cc(S(=O)(=O)Nc2ccc3[nH]c(=O)[nH]c3c2)c1OC	-4.5	2.2	-3.4	2.4	-7.3	1.1	-3.2	-1.7
CCCCCCC(=O)NNC(=O)c1c(O)c2ccccc2n(CCC)c1=O	3.2	3.9	11.0	-8.5	17.6	4.5	-8.6	-8.3
CC(=O)Oc1ccccc1C1=NN(C(C)=O)C(c2ccccc2)C1 (centres undefined)	-1.2	-9.6	-12.1	4.5	3.1	7.7	-15.9	0.1
Fc1ccc(COc2cccc(CNCc3ccncc3)c2)cc1	-2.8	20.0	8.9	-12.7	nt	-0.8	-44.9	-4.4
Cc1cc2c(c(=O)n1Cc1cccnc1)C(c1ccc(F)cc1)C(C#N)=C(N)O2 (centres undefined)	-7.1	-4.8	-4.7	11.2	-2.7	0.5	16.3	-0.5
O=C(CCn1c(=O)oc2ccccc21)N1CCOCC1	-0.2	-3.7	10.7	-2.6	-2.8	-9.6	-1.1	-3.9
CC1CCCN(S(=O)(=O)c2ccc(C(=O)Nc3nnc(-c4ccncc4)o3)cc2)C1 (centres undefined)	-8.0	-4.2	8.7	-25.1	-10.5	-4.2	-20.7	-10.9
CC1(C)CC(NC(=O)C2CCCCC2C(=O)O)CC(C)(C)N1 (centres undefined)	-0.3	9.0	2.7	-10.0	-0.8	-10.6	12.9	0.8
Cc1ccc(C(=O)N/C(=C/c2cccs2)C(=O)N2CCCCC2)cc1	-1.0	-7.0	-8.4	4.5	-4.8	-0.2	10.7	8.7
O=C(c1cccc(N2C(=O)C3CC=CCC3C2=O)c1)N1CCN(c2ccccc2)CC1 (centres undefined)	-9.9	0.8	-7.3	10.9	-4.1	-7.0	12.0	-2.0
CCOc1ccc(OCC)c(NC(=O)C2CCN(S(=O)(=O)c3cccc4nonc34)CC2)c1	-3.0	10.7	13.5	-9.7	33.3	-2.8	2.3	-0.2
Cc1ccc(S(=O)(=O)NNC(=O)c2cc(C)cs2)cc1	-3.4	1.0	-10.2	-3.9	3.6	-7.3	14.1	-1.0
Cn1c(CN2CCOCC2)nc2cc(NC(=O)c3ccc(Cl)cc3)ccc21	-5.3	28.8	1.7	2.6	-10.3	-3.7	-0.4	-8.0
Cc1ccc(S(=O)(=O)N(C)C)cc1NC(=S)Nc1cccc2ccccc12	16.0	1.1	93.2*	-22.2	-8.7	56.5*	-10.8	84.1*
CCN(CC)S(=O)(=O)c1ccc2oc(C(=O)NCc3ccc(F)cc3)c(C)c2c1	5.8	-10.5	19.2	3.2	7.1	5.7	-31.6	-1.1
Cc1cc2c(cc(C(=O)NCc3cccnc3)n2Cc2ccc(Cl)cc2)o1	1.8	-6.8	-8.6	3.8	1.8	-1.7	2.5	5.3
COc1ccc(CCNC(=O)CN2C(=O)C(=O)N(C3CCCC3)C2=O)cc1OC	-6.1	6.4	2.4	-4.8	4.5	7.2	-3.5	3.7
Cc1cc(=O)[nH]c(S/C=C/c2ccccc2)n1	-6.5	-3.5	-15.3	16.0	-17.7	90.0*	-20.0	76.7*
CCOC(=O)N1CCC(=NNC(=O)c2ccc(O)cc2)CC1	-16.2	-4.0	-10.1	2.5	-1.8	-1.0	22.9	-0.6
Cc1cc(C)cc(-c2nnc(SCC(=O)c3ccc4c(c3)OCCO4)o2)c1	-11.6	23.3	1.9	3.5	2.6	-1.0	12.5	6.0
CCOC(=O)C1=NNC2C(=O)N(C3CCCCC3)C(=O)C12 (centres undefined)	0.1	-5.5	-79.4	-5.9	-0.5	-5.1	-30.2	-6.6
O=C1CC2(CCN(C(=O)C(=O)c3c[nH]c4ccccc34)CC2)Oc2ccccc21	1.4	9.8	7.9	2.3	34.9	0.9	-0.1	7.0
COc1cc2ccccc2cc1C(=O)N1CC(C)CC(C)C1 (centres undefined)	-3.3	12.2	3.3	6.9	-13.2	3.2	16.8	2.0
Cc1ccc(C(=O)Nc2ccc(C(=O)N/N=C/c3ccccn3)cc2)cc1	0.4	-9.2	6.7	-5.8	-25.3	1.7	9.5	-3.7
N#Cc1c(NC(=O)CSc2nc(N)cc(=O)[nH]2)sc2c1CCCCCC2	-5.4	14.2	1.3	4.2	16.6	1.2	-58.5	-5.7
CCOc1ccc(NC(=O)c2ccccc2-c2ccccc2C(=O)O)cc1	1.1	-76.5	1.3	0.2	10.3	-3.3	-12.5	-6.8
CC(=O)N1CCN=C1SCc1ccccc1Cl	4.6	3.5	9.7	-6.0	-1.9	-7.0	-5.4	-11.3
CCNC(=O)C(=O)Nc1cc2c3c(c1)CCN3C(=O)CC2	3.0	-1.2	-0.6	-9.2	nt	-19.1	-18.6	-12.9
O=C1CCN(S(=O)(=O)c2cc(C(F)(F)F)ccc2Cl)CC1	-4.8	1.8	0.7	0.1	-0.6	-0.9	11.8	-4.9
N#Cc1ccc(OCC(=O)N2CCCC2=O)cc1	-0.9	4.3	-8.2	-10.9	-11.6	0.0	0.5	-1.0
COc1ccc2c(c1OC)C(=O)N(c1ccc(O)cc1)C2=O	-8.9	3.2	-7.3	1.5	-13.2	2.2	9.5	-6.5
CC(C)(CNC(=O)C1c2ccccc2-c2ccccc21)N1CCOCC1	4.8	-22.7	3.9	3.3	22.2	-7.4	-10.0	-1.9
Cc1ccn2cc(C(=O)Nc3ccc4c(c3)OCCO4)nc2c1	2.2	-73.0	2.3	-0.6	-55.8	5.6	-130.9	4.6
C=CCn1cnc2scc(-c3ccc(CC)cc3)c2c1=O	5.6	0.7	4.6	7.2	-8.0	3.1	2.9	6.1
COc1ccc(NC(=O)COc2ccc(CNCCCN3CCOCC3)cc2OC)cc1	8.2	8.0	2.9	2.0	1.1	-3.7	4.1	2.3
COCCNc1ccc(N2C(=O)CCCC2=O)cc1[N+](=O)[O-]	-4.0	11.3	-19.4	-11.7	8.8	-0.7	11.6	-10.1
Cc1cccc(NC(=O)C2CCCN(C(=O)NCc3ccccc3)C2)c1C (centres undefined)	-1.1	-3.1	0.9	-12.7	-13.2	-4.3	-3.3	-2.8
CCn1c2ccccc2c2cc(/C=N/n3c(-c4cc(C)[nH]n4)n[nH]c3=S)ccc21	-0.9	-8.2	26.2	-14.0	4.6	-4.0	-16.0	-4.8
Cc1nnc(NC(=O)c2ccc(S(=O)(=O)C(F)F)cc2)s1	-5.9	-23.3	-7.6	-11.0	-41.2	-5.8	-70.3	-8.4
O=C(Nc1ccccc1)N1CCCc2ccccc21	-6.5	-0.3	-4.1	11.6	7.6	2.1	12.7	-0.4
COc1ccc(-c2cc(C(=O)N3CCCc4ccccc43)no2)cc1OC	4.1	-14.6	11.5	-4.0	-1.9	3.1	3.8	-10.4
Cc1ccc(NC(=O)Cn2nnc(C(=O)NCCc3ccccc3)c2N)c(C)c1	1.9	-19.9	-5.3	-9.5	-30.6	-11.6	-1.9	-8.3
Cc1cc(C)cc(Nc2c(F)c(F)c(F)c(F)c2C(=O)O)c1	-1.4	3.1	9.3	0.4	1.2	-1.5	13.9	3.2
COC1=NS(=O)(=O)c2ccccc21	2.1	8.4	2.1	5.6	-0.1	13.5	9.7	-6.5
CN(C)C(CNc1ncccn1)c1ccccc1 (centres undefined)	-3.6	2.7	6.6	-5.8	-21.6	0.6	-16.3	-4.0
COC(=O)c1nc(NC(=S)NC(=O)c2cccs2)sc1C	5.7	-33.0	22.3	-8.2	-10.2	27.0	-22.3	17.0
O=C(NC(NC(=S)N1CCOCC1)C(Cl)(Cl)Cl)c1ccc(Cl)cc1 (centres undefined)	-2.7	37.9	-1.9	-4.7	9.8	-3.8	26.0	-11.9
COc1ccc(-c2ccc(SCC(=O)NCc3ccc4c(c3)OCO4)nn2)cc1OC	0.7	-6.1	4.0	-16.8	9.6	-12.3	-15.9	-2.1
O=C(CCc1ccc(S(=O)(=O)NCc2ccccc2)cc1)NCc1ccco1	-4.2	3.0	6.8	-0.2	18.4	-6.2	-6.5	-4.1
O=S(=O)(c1cccc(C(F)(F)F)c1)N1CCC(CO)(CCCc2ccccc2)CC1	3.2	6.0	24.6	1.1	3.4	-7.4	2.2	-2.7
N/C(=N\OC(=O)CN1C(=O)c2ccccc2C1=O)c1ccc(Cl)cc1	-5.3	-3.3	4.6	-0.4	-9.9	-9.9	-19.4	-10.8
Fc1ccc(Cn2nnc(-c3ccc(CN4CCOCC4)cc3)n2)cc1	3.2	-12.2	6.4	6.3	4.3	-2.7	-23.1	-11.4
O=C(NCCN1CCCCC1)Nc1ccccc1	-16.1	0.5	-12.8	5.4	-1.2	-0.8	2.9	-7.0
Cc1ccc2c(C)c(C(=O)N3CCN(Cc4ccccn4)CC3)oc2c1C	5.8	-14.8	17.1	8.1	6.8	-6.4	-2.0	-7.9
COc1cccc(C(O)c2nc3ccccc3n2C(C)C)c1OC (centres undefined)	-2.6	-0.3	10.3	-0.1	-28.2	-12.4	-18.5	-6.8
CCc1nc(N2CCCC2)c(C#N)c2c1CCCC2	7.8	-13.5	16.4	7.8	4.3	0.7	-42.1	4.1
Later entries.
SMILES	HKDC1 inh	Jurkat NFkB inh	Apaf1 inhib	UBC13 inh	Gli-Sufu antag	SENP7 inh	697 NFkB inh	SENP8 block
O=C(NCC1OCCc2ccccc21)c1ccc(NC(=O)c2ccc(Cl)cc2)cc1 (centres undefined)	-2.7	23.1	3.3	-0.7	11.0	2.2	-26.4	-6.5
COc1ccc(C)cc1Nc1nc(-c2c(C)[nH]c3ccccc23)cs1	-3.9	4.6	5.9	-4.1	7.8	-1.3	-6.3	-3.8
CCOC(=O)C(C)n1cnc2c(nnn2Cc2ccc(C)cc2)c1=O (centres undefined)	2.3	-2.1	-3.3	-14.3	33.9	-8.0	-2.5	-7.3
Cc1ccc(CC2CC(=O)N(c3ccc4c(c3)OCCO4)C2=O)cc1 (centres undefined)	4.5	-10.6	-1.6	1.2	-8.8	7.2	-2.0	-5.4
CCC(C)(C)C(=O)Nc1cc([N+](=O)[O-])ccc1F	-15.8	8.7	-2.8	2.6	-1.8	-0.2	16.2	-3.2
O=C(Nc1cccnc1)c1ccco1	3.8	-20.8	-17.9	-9.0	-1.0	-14.2	1.0	-4.3

Structural class: those above with a cyano group (4)
SMILES	HKDC1 inh	Jurkat NFkB inh	Apaf1 inhib	UBC13 inh	Gli-Sufu antag	SENP7 inh	697 NFkB inh	SENP8 block
Cc1cc2c(c(=O)n1Cc1cccnc1)C(c1ccc(F)cc1)C(C#N)=C(N)O2 (centres undefined)	-7.1	-4.8	-4.7	11.2	-2.7	0.5	16.3	-0.5
N#Cc1c(NC(=O)CSc2nc(N)cc(=O)[nH]2)sc2c1CCCCCC2	-5.4	14.2	1.3	4.2	16.6	1.2	-58.5	-5.7
N#Cc1ccc(OCC(=O)N2CCCC2=O)cc1	-0.9	4.3	-8.2	-10.9	-11.6	0.0	0.5	-1.0
CCc1nc(N2CCCC2)c(C#N)c2c1CCCC2	7.8	-13.5	16.4	7.8	4.3	0.7	-42.1	4.1

Complete entries as entered above. Order of values: HKDC1 inh	Jurkat NFkB inh	Apaf1 inhib	UBC13 inh	Gli-Sufu antag	SENP7 inh	697 NFkB inh	SENP8 block
Shown for COc1ccc(C)cc1Nc1nc(-c2c(C)[nH]c3ccccc23)cs1 = -3.9	4.6	5.9	-4.1	7.8	-1.3	-6.3	-3.8
Shown for O=C(NCC1OCCc2ccccc21)c1ccc(NC(=O)c2ccc(Cl)cc2)cc1 (centres undefined) = -2.7	23.1	3.3	-0.7	11.0	2.2	-26.4	-6.5
